High-throughput results (PubChem BioAssay)
Pf Dd2 growth: qHTS Primary assay for Inhibitors of Plasmodium falciparum Dd2 growth in vitro | P. falciparum Dd2 growth, SYBR Green, 72 h | Potency, µM (series often up to 28.9 µM), for the others: at the highest dose activity, negative = inhibition, usual class: inhibitors | hit rate 4.3% among 120,000; active = well fitted inhibition curve with a large enough effect; inconclusive = small, poorly fitted or top-dose-only effect; inactive = no such curve, though single readings can be large or run the other way;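 also: plate controls were DMSO vehicle for no effect and reference drug for full effect; nearly all actives have a fitted effect of over 65% in size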
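Infected erythrocytes (Dd2, 0.3% parasitemia, 2.5% hematocrit final) are added to compound in RPMI-1640/Albumax II medium, grown 72 h at 37C in low oxygen, then lysed with saponin/Triton-X containing SYBR Green and read by fluorescence.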
Numbers without * were called inactive; i = inactive; ? = inconclusive; [ ] = another dose, or the depositor's remark. Potency is read from the fitted curve at half-maximal effect. This is a subset (hit frequency here may not be typical).

Structure,Pf Dd2 growth
COc1ccccc1CNS(=O)(=O)c1ccc(-c2cc(C(F)(F)F)on2)s1,5%
CCN1c2cc(C(=O)Nc3ccc(F)c(Cl)c3)ccc2C(=O)N2CCCCC21 (stereo not drawn),?
Cc1ccc(CCNC(=O)NCc2noc3ccc(C)cc23)cc1,2%
O=C(NC[C@H]1O[C@H](Cc2cc(COc3ccccc3)on2)CC[C@@H]1O)Nc1cccc(F)c1,?
CCOc1ccc(CCNC(=O)Cn2c(=O)c3cccn3c3ccc(F)cc32)cc1OCC,-25%
COC(=O)CNC(=O)c1nc(-c2ccc(Cl)cc2)c2ccccn12,-5%[44.1 µM]
COc1ccc(CC(=O)N(Cc2nc(-c3ccc(C)cc3)no2)C(C)C)cc1,-21%
Clc1ccccc1CNC[C@H]1Cn2ccnc2CO1,i
CCOc1ccccc1NC(=O)Cn1c(-c2ccc(F)cc2)nc(C)c(CCO)c1=O,i
C=CCNC(=O)CC1COc2ccc(C(=O)NCCOC)cc2N1C (stereo not drawn),-2%
COc1ccccc1C(=O)N1CCC(C(NC(=O)c2ccccc2C)C(=O)N2CCCC2)CC1 (stereo not drawn),?
COc1cc(C)ccc1OCc1cc(C(=O)N(C)Cc2ncccc2C)no1,-24%

Structure,Pf Dd2 growth
CC1=C(c2ccc(C)c(C)c2)S(=O)(=O)N=C1N1CCC(C(=O)Nc2ccc(Cl)cc2)CC1,i
CCc1cc(=O)n(CC(=O)Nc2ccccc2F)c(-c2ccccc2)n1,-27%
CC(=O)Nc1ccc(NC(=O)c2cc(CN3CCCC3)on2)cc1,-8%
O=C(NC[C@H]1OC[C@@H](NCc2ccccn2)[C@@H]1O)c1cccs1,-12%[44.1 µM]
Cc1ccc(NC(=O)C2CCN(C(=O)c3ncn4c3COC(c3ccccc3)C4)CC2)cc1C (stereo not drawn),i
Cc1ccc(Cl)cc1NC(=O)COCc1cc(-c2ccco2)on1,3%
O=S(=O)(c1ccc(F)cc1)N1CCC(c2noc(C3CC3)n2)C1 (stereo not drawn),23%[5.79 µM]
Cc1cc(NC(=O)CSc2ncc(C(=O)Nc3ccc(C)c(C)c3)c(=O)n2C)no1,i
Cn1cc(CN2CCN3C(=O)N(Cc4ccc(F)cc4)C[C@H]3C2)cn1,-7%[44.1 µM]
Cc1cc2c(-c3cccc(CO)c3)nc(-c3c(C)noc3C)cc2[nH]1,-1%[44.1 µM]
O=C(Cc1cccc(F)c1)N1CCOc2ccc(CN3CCc4ccccc4C3)cc2C1,?
COc1ccccc1C(=O)Nc1nnc(S(=O)(=O)N(C)c2ccc(Cl)cc2)s1,-20%

Sorted by SMILES length (low to high): some entries from above
Structure,Pf Dd2 growth
CC(=O)Nc1ccc(NC(=O)c2cc(CN3CCCC3)on2)cc1,-8%
O=C(Cc1cccc(F)c1)N1CCOc2ccc(CN3CCc4ccccc4C3)cc2C1,?
O=C(NC[C@H]1O[C@H](Cc2cc(COc3ccccc3)on2)CC[C@@H]1O)Nc1cccc(F)c1,?

(more compounds)
Structure,Pf Dd2 growth
CC(C)(C)c1ccc(-c2cc(C[C@H]3CNCC[C@H]3CC(=O)NCCN3CCOCC3)no2)cc1,10µM*
Cc1ncc(C(=O)N2CCC3(CC2)Nc2ccccc2NC3=O)c(=O)[nH]1,-1%
CN(C)C(=O)c1cccnc1OC1CCN(C(=O)C2CCOCC2)CC1,-3%
COc1cc(OC(F)(F)F)ccc1C(=O)N1CCC(C)(C(=O)O)CC1,4%
CN1c2cc(C(=O)NCc3ccc(F)cc3F)ccc2C(=O)N2CCCC21 (stereo not drawn),i
COc1cccc(-c2ccc3c(N)c(C(=O)c4ccc(Br)cc4)sc3n2)c1,-3%
Cc1ccc(C)c(N2CCN(S(=O)(=O)c3cc(C(=O)Nc4cc(Cl)cc(Cl)c4)ccc3F)CC2)c1,-6%
CCc1ccc(C(=O)c2cn(Cc3ccccc3)c3cc(OC)c(OC)cc3c2=O)cc1,?
COc1ccc(Cn2c(C(C)n3cccn3)n[nH]c2=O)cc1 (stereo not drawn),-5%
CCOc1cccc(NC(=O)CSc2ncc(-c3ccccc3)[nH]2)c1,-5%
CS(=O)(=O)N(C1CC1)C1CCOC2(CCN(C(=O)c3ccccc3)CC2)C1 (stereo not drawn),-18%
COc1ccc(NC(=O)c2ccc3oc(=O)c(S(=O)(=O)c4ccc(F)cc4)cc3c2)cc1OC,3%

Structure,Pf Dd2 growth
CC(=O)c1ccc(N2CCN(C(=O)Cn3ncc4c3-c3ccccc3OC4)CC2)cc1,-18%
COc1cccc(NC(=O)CSc2nc(=O)n(Cc3ccncc3)c3c2CCC3)c1,11%
O=C(Cn1c(=O)n2nc(-c3cccc(F)c3)nc2c2ccccc21)NCc1ccc(Cl)cc1,33%[activator]
O=C(NCc1ccncc1)[C@@H]1C[C@@H](c2ccc(F)cc2)N(Cc2ccccc2)C1,?
COc1ccc(C(=O)N[C@H]2C[C@@H](c3nc(-c4ccccc4)no3)N(C)C2)cc1,i
C=CCC1(CO)CCCN(C(=O)Cc2ccc(CO)cc2)C1 (stereo not drawn),-13%
COc1ccccc1-c1nc(C(=O)NC2CC2)n2ccncc12,-19%[44.1 µM]
Cc1ccc(OCCSc2nc3ccc(NC(=O)COc4ccc(C)cc4)cc3s2)cc1,5%
NS(=O)(=O)c1ccc(CCNC(=O)CCC2CCN(C(=O)c3ccccc3)CC2)cc1,-18%
COCCNc1ncnc2c1c(-c1ccccc1)cn2-c1cccc(Cl)c1,8%
CCN(C(=O)c1cc2c(=O)oc3ccccc3c2s1)c1ccccc1F,10%
CCN(CC)S(=O)(=O)c1ccc(C(=O)NCCSc2c(-c3ccc(C)cc3)[nH]c3ccccc23)cc1,10µM*

Structure,Pf Dd2 growth
CN1[C@@H](CCC(=O)NCc2ccco2)CNC(=O)[C@@H]2[C@H]1CCN2Cc1ccccn1,24%[44.1 µM]
COc1ccc2c(c1)nc1n2[C@@H](CNC(C)C)COC1,i
COC(=O)c1ccccc1NC(=O)C1=CC(c2ccc(C)cc2)=NS(=O)(=O)N1C,-7%
O=C(CCC[C@@H]1[C@H]2CCCN3CCC[C@@H](CN1C(=O)NC1CCCCC1)[C@@H]23)NCC1CC1,-12%
O=c1cc(-c2cccnc2)oc2c(-c3ccccc3F)nccc12,i
Cn1cnc(S(=O)(=O)N2CCC3(CC2)CC(OCC2CC2)CCO3)c1 (stereo not drawn),0%
Cc1nn2c(=O)cc(COC(=O)c3ccc(NC(=O)c4ccc(C(C)(C)C)cc4)cc3)nc2s1,?
O=C1[C@@H]2C[C@@H](CN2Cc2nccs2)Oc2ccccc2N1CC1CC1,i
O=C(Nc1ccccc1)[C@H]1O[C@H](CCN2CCOCC2)CC[C@@H]1O,-13%[44.1 µM]
Cc1ccc(C)c(NC(=O)Cn2c(=O)n(Cc3nc(C)no3)c(=O)c3cc4c(cc32)OCO4)c1,13%
Cc1ccccc1OCc1nc(C2CN(C(=O)c3nccc4ccccc34)C2)no1,?
CC1=C[C@@H](CNC(=O)CCC(=O)O)[C@H](C(C)C)C[C@H]1CC(=O)NCc1ccc(C#N)cc1,1%

Structure,Pf Dd2 growth
COc1ccc(NC(=O)Cn2nc(-c3ccncc3)ccc2=O)cc1Cl,i
CCN(c1ccccc1)S(=O)(=O)c1nnc(NC(=O)COc2ccccc2F)s1,-15%
CC(C)(C)C(=O)NCc1ccnc2[nH]ccc12,11%[44.1 µM]
CCOC(=O)c1c(NC(=O)c2nc(SC)ncc2Cl)sc(C)c1C,11%
CC(=O)N1C[C@@H]2CCCN3CCC[C@@H]([C@H]23)[C@H]1CCCC(=O)NCCCN1CCCc2ccccc21,-3%
COC1CCN(C(=O)c2ccnc(-c3nnc4ccc(Nc5ccccc5)nn34)c2)CC1,?
COCCOCC(=O)N1CCC(c2noc(C3CC3)n2)C1 (stereo not drawn),12%[5.79 µM]
Cc1ccc(CNC(=O)Nc2cn(CC(C)C)c(=O)c3ccccc23)cc1,1%
CCCCOC(=O)c1ccc(N2CC3CCC(C2)N3CC(F)(F)F)nn1,-3%
CCOc1ccc(NC(=O)N2CCN(S(=O)(=O)c3ccc4c(ccn4C)c3)CC2)cc1,?
O=C(NCc1cccs1)C1CCCN(c2nc3ncccc3o2)C1 (stereo not drawn),-14%[44.1 µM]
O=C(NCCCO)c1nn(-c2ccc(Cl)cc2)nc1CO,i

Structure,Pf Dd2 growth
COC(=O)c1ccc(N2CCN(C(=O)Cn3nnnc3CN(C)C(C)C)CC2)cc1,-4%
c1ccc2c(c1)COC1(CCNC1)CN2CC1CCCC1 (stereo not drawn),?
CC(=O)N1CCC(N2CC[C@H](CO)[C@H](N(C)C)C2)CC1,6%
Cc1oc(C(O)c2ccccc2)nc1C(=O)N1CCC(n2c(=O)[nH]c3ccccc32)CC1 (stereo not drawn),-18%[44.1 µM]
O=C1NCc2ccccc2CC12CCCN(Cc1ccc(Cl)s1)C2 (stereo not drawn),-27%
COc1ccc(S(=O)(=O)NCC2CCCN(C(=O)c3ncoc3C)C2)cc1 (stereo not drawn),3%
Cc1cc(C(=O)N2C[C@@H](CO)[C@H](c3ccncc3)C2)on1,?
COC(=O)c1ccc(NC(=O)C(c2ccccc2)N2Cc3ccccc3C2=O)cc1 (stereo not drawn),i
CC(=O)Nc1cccc(-c2cc3c(ccn3CC3CCN(C)CC3)c(N3CCOCC3)n2)c1,?
CCOC(=O)C1(Cc2cccc(OC)c2)CCCN(C(=O)CCN2CCCCO2)C1 (stereo not drawn),?
CC1CCN(S(=O)(=O)N2CCC(C(=O)N3CCc4nc5cc[nH]n5c(=O)c4C3)CC2)CC1,0%[5.79 µM]
O=C(O)CCn1ncc2cc(OCc3ccc(-c4cncnc4)cc3)ccc21,-15%[44.1 µM]

Structure,Pf Dd2 growth
CC(=O)N1CC2(CCN(Cc3cc4ccccc4[nH]3)C2)Cc2ccccc21 (stereo not drawn),?
CN1CCC(Cc2noc(C3CC(=O)N(Cc4cccnc4)C3)n2)CC1 (stereo not drawn),-6%
COCc1ccc(C(=O)N2CCN(Cc3ccccc3)CC(O)C2)s1 (stereo not drawn),13%
CCNC(=O)N1CC[C@H]2C(=O)NCCCCCCN(Cc3ccncc3)[C@@H]2C1,-25%
Cc1noc(-c2ccc(OC3CN(C(=O)C(C)Oc4ccccc4)C3)cc2)n1 (stereo not drawn),i[5.79 µM]
CCOc1ccc(CN2CCN(CC(N)=O)CC2CCO)cc1 (stereo not drawn),4%
O=C(c1ccc(Cl)cc1)N1CCC(n2cc(-c3cccnc3)[nH]c2=O)CC1,-6%
CC(Oc1ccccc1)C(=O)N1CCC(c2nn(C)c3c2COCC3)CC1 (stereo not drawn),57%[activator][5.79 µM]
O=C(Cc1ccc(F)cc1)N1CCn2c(nn(-c3ccc(F)cc3)c2=O)C1,?
O=C(COc1ccc(Cl)cc1)OCc1cc(=O)n2nc(-c3cccs3)sc2n1,-8%
COc1c(C)cc(NC(=O)c2ccc(CN3CCC(O)CC3)cc2)cc1C,-10%
Cc1ccc2nc(CO[C@H]3CN(C4CCN(C)CC4)C[C@H]3F)[nH]c2c1,24%[44.1 µM]

The final five records of the part above come first, to join the parts:
Structure,Pf Dd2 growth
CC(Oc1ccccc1)C(=O)N1CCC(c2nn(C)c3c2COCC3)CC1 (stereo not drawn),57%[activator][5.79 µM]
O=C(Cc1ccc(F)cc1)N1CCn2c(nn(-c3ccc(F)cc3)c2=O)C1,?
O=C(COc1ccc(Cl)cc1)OCc1cc(=O)n2nc(-c3cccs3)sc2n1,-8%
COc1c(C)cc(NC(=O)c2ccc(CN3CCC(O)CC3)cc2)cc1C,-10%
Cc1ccc2nc(CO[C@H]3CN(C4CCN(C)CC4)C[C@H]3F)[nH]c2c1,24%[44.1 µM]
Cc1cccn2c(=O)c(C(=O)NCCc3ccccc3)cnc12,21%
O=C(NC[C@H]1COCc2nc3cc(C(F)(F)F)ccc3n21)c1cccnc1,-21%[44.1 µM]
Cc1ccsc1[C@@H]1CCN(Cc2cn[nH]c2-c2ccc(F)cc2)C[C@H]1O,-9%
CC(C)Sc1oc(-c2cccs2)nc1S(=O)(=O)c1ccc(Cl)cc1,-21%
COc1cccc(NC(=O)CSc2cc(C)[nH]c(=O)n2)c1,4%
Cc1cnc(C(=O)N2CCC3(CCCN(Cc4cccc(F)c4F)C3=O)C2)[nH]1 (stereo not drawn),-12%
CN(C)C[C@@H]1CN(C2CCOCC2)C[C@H]1NC(=O)Cc1ccc(F)cc1,i
Cc1noc(C)c1[S+](=O)([O-])N1CCC(N2Cc3ccccc3C2=O)CC1,-20%
COc1ccc(C(=O)N2CCC(c3n[nH]c(=O)n3Cc3ccc(F)cc3)CC2)c(OC)n1,-17%
CCOc1ccccc1NC(=O)Nc1cccc(-c2ccc(N3CCOCC3)nn2)c1,i
C[C@@H]1CN(C(=O)Cc2ccc3c(c2)OCO3)C[C@@]1(O)C1CCC1,-13%
CC1Cn2cc(C(=O)Nc3ccccc3C(F)(F)F)c(=O)c3c(Cl)ccc(c32)O1 (stereo not drawn),11%

Structure,Pf Dd2 growth
CCCc1nc(CC)c2c(=O)[nH]ccn12,i
Cc1noc(C)c1S(=O)(=O)N[C@@H]1C[C@H](Cn2cc(-c3cccnc3)nn2)[C@@H](O)[C@H]1O,-22%
O=C(NCCc1noc(C2CC2)n1)NCc1ccc(F)cc1,22%
COc1ccc(CNC(=O)c2ccc3c(c2)N(Cc2ccccc2C)C(=O)c2ccccc2S3=O)cc1 (stereo not drawn),?
CCC(CC)C(=O)N1C[C@@H]2OCC(=O)N(Cc3ccccc3)[C@@H]2C1,i
OCCOc1ccc(CN(CCN2CCCCC2)CC2CCCN(C3CCCC3)C2)cc1 (stereo not drawn),?
